aGlu spleen mod: inhibits or activates alpha-glucosidase in human spleen homogenate. Potency, µM (top dose mostly 79.9 µM), without a hit: at the highest dose activity change, negative = inhibition, hits mostly inhibitors. 240,000 tested, 0.006% active. P10253. human spleen homogenate, 4-MU-alpha-glucoside fluorescence;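 further: 0% = enzyme with vehicle and -100% = no enzyme basal signal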
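Enzyme source: human spleen homogenate, 1 ug/well. Buffer 50 mM citric acid/K phosphate pH 5.0, 0.01% Tween-20. 4-MU-alpha-glucoside 1 mM; 37 C x 40 min; NaOH/glycine stop; fluorescence.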
GoLoco inh red: blocks human Gai1 binding to RGS12 GoLoco peptide, red readout; P63096; AID 880; Gai1:RGS12 GoLoco peptide FP, rhodamine, 10 min; 230,000 tested, 0.44% active; Potency, µM (titrated, usually from 61.6 µM), for the others: top-dose activity, negative = inhibition, hits mostly inhibitors; active means well fitted inhibition curve with a large enough effect, not every such curve was filed as active; inactive means no such curve, though single readings can be large or run the other way; further: on the % scale 0 is the no-effect control and ±100 the full control effect; nearly all actives have a fitted effect of over 30% in size; many of its hits are not listed in these tables
Target sequence (P63096 whole entry, looked up): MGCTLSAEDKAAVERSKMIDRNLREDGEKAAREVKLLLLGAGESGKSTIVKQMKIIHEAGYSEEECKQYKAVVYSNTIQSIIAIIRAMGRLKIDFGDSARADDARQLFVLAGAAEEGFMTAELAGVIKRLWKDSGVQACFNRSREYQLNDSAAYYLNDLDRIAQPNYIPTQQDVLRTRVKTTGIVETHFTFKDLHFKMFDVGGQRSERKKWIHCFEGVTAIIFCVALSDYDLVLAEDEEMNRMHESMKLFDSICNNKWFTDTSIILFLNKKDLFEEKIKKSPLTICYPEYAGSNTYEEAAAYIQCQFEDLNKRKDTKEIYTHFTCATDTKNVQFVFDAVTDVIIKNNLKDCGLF
KDM4E inh: blocks human JMJD2E demethylase activity. B2RXH2. JMJD2E catalytic domain, FDH-coupled NADH fluorescence (FDH is formaldehyde dehydrogenase). Potency, µM (highest dose often 57.1 µM), inactives show at the highest dose activity change, negative = inhibition, usual class: inhibitors. 230,000 tested, 1.6% active; active means well fitted inhibition curve with a large enough effect, not every such curve was filed as active; inconclusive means small, poorly fitted or top-dose-only effect, or another doubt; inactive means no such curve, though single readings can be large or run the other way;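 further: 0% = wells with enzyme and -100% = buffer wells without enzyme; nearly all actives have a fitted effect of over 50% in size; many of its hits are not listed in these tables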
ALDH1A1 block: blocks purified human ALDH1A1 activity | Purified ALDH1A1, NADH fluorescence, propionaldehyde substrate | Potency, µM (series often up to 75.3 µM), inactives show at the top dose activity, negative = inhibition, most hits filed as inhibitors | 220,000 tested, 7.3% active; active means well fitted inhibition curve with a large enough effect, not every such curve was filed as active; inconclusive means small, poorly fitted or top-dose-only effect, or another doubt; inactive means no such curve, though single readings can be large or run the other way;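 further: plate controls were no enzyme wells and a reference inhibitor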
Target sequence (P00352 whole entry, looked up): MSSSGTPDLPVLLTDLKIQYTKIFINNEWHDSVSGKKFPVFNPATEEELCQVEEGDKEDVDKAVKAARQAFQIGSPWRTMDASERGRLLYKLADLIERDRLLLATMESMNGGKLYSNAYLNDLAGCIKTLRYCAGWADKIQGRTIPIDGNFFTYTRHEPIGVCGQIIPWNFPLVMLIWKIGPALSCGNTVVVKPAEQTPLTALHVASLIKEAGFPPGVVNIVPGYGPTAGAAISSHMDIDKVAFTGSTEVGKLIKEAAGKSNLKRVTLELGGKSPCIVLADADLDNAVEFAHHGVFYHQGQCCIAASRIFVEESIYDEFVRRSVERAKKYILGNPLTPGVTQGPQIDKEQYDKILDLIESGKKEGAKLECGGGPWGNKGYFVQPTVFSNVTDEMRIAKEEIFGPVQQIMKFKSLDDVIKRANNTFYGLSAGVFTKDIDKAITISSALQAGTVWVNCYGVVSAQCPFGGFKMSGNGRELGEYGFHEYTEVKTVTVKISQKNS
GLA spleen mod: alpha-galactosidase A (human) modulation. human spleen homogenate, 4MU-alpha-Gal fluorescence, 40 min. 240,000 tested, 0.008% active. Potency, µM (highest dose often 80 µM), without a hit: top-dose activity change, negative = inhibition, usual class: inhibitors. AID 2107. P06280;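 further: 0% = enzyme with vehicle and -100% = no enzyme basal signal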
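Spleen homogenate 1 ug + cpd (titration) + 4-MU-alpha-D-galactopyranoside 1 mM; 37C 40 min; 50 mM citrate/phosphate pH 5.0, 0.01% Tween-20; stop pH 10; fluorescence 365/440; AC50 via Hill.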
GAA inhib: blocks human lysosomal alpha-glucosidase; P10253; purified human GAA, 4-MU-alpha-glucoside fluorescence; Potency, µM (top dose mostly 76.9 µM), without a hit: at the highest dose activity change, negative = inhibition, hits mostly inhibitors; 200,000 tested, 0.005% active; AID 1466;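 further: plate controls were uninhibited enzyme wells for no effect and no-enzyme background for full effect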
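qHTS format, compound range up to 77 uM. Human lysosomal enzyme at 4 nM, 400 uM 4-MU glucoside substrate, pH 5.0, 20 min room temperature; fluorescence after alkaline stop gives activity normalized to controls.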
SMN2 splice enh: enhancers of SMN2 splice variant expression | HEK293 SMN2-luciferase splicing reporter, luminescence, 30-36 h | Potency, µM (series often up to 46.1 µM), without a hit: top-dose activity change, positive = activation, actives largely listed as activators | 210,000 tested, 2.8% active | AID 1458; further: % of control where 0% means no effect; nearly all actives have a fitted effect of over 55% in size
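HEK293 cells carry an SMN2 minigene-luciferase reporter in which exon 7 inclusion puts luciferase in frame. Cells were seeded at 2000 cells/well, attached for 10-12 hours, then exposed to compounds for 30-36 hours at 37C before ONE-Glo luminescence.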
GAA glycogen mod: alters human alpha-glucosidase cleavage of glycogen; P10253; recombinant GAA, glycogen substrate, Amplex Red glucose oxidase fluorescence; Potency, µM (highest dose often 76.4 µM), inactives show at the top dose activity change, negative = inhibition, hits mostly inhibitors; 300,000 tested, 0.38% active; AID 2100;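 further: 0% = full enzyme reaction and -100% = no-enzyme basal signal; the screen sought inhibitors and activators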
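qHTS, 1536-well; enzyme 4 nM final; cpd up to 77 uM; substrate bovine liver glycogen 30 ug; 50 mM citrate/phosphate pH 5.0, 0.01% Tween-20; 37 C, 40 min; Amplex Red detection 45 min RT; Hill fit → AC50.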
Numbers without * were called inactive; ? = inconclusive; · = not tested or not shown; [ ] = remark or other dose. Unless noted, the call rests on the fitted dose curve; in most records, active means well fitted curve in the direction sought with a large enough effect; inconclusive means small, poorly fitted or top-dose-only effect, or another doubt; inactive means no such curve, though single readings can be large; an effect the other way counts as inactive or inconclusive. Potency means the concentration at half of the fitted maximal effect. A portion of the library (hit frequency here may not be typical).

SMILES	aGlu spleen mod	GoLoco inh red	KDM4E inh	ALDH1A1 block	GLA spleen mod	GAA inhib	SMN2 splice enh	GAA glycogen mod
CCOC(=O)C(=CNc1cccc(N)n1)C(=O)OCC	-6%	9%	?	-2%	-4%	-6%	-5%	-3%
Cn1cc([N+](=O)[O-])c(C(=O)NCc2ccccc2)n1	2%	-42%	-3%	·	9%	·	·	-4%
Cc1ccccc1-n1c(SCC(=O)N(C)C2CCS(=O)(=O)C2)nnc1-c1ccncc1 (stereo not given)	1%	4%	?	-5%	1%	3%	28%	16%
CCN=C1SC(C(=O)Nc2cccc(Br)c2)CC(=O)N1CC (stereo not given)	-7%	4%	0%	5%	-16%	11%	-8%	9%
COc1cccc(C2=NOC(C(=O)Nc3ccc(C(C)=O)cc3)C2)c1 (stereo not given)	5%	7%	1%	?	10%	-6%	?	?
Cc1ccc(/C=C(\C#N)C(=O)NCC2CCCO2)o1 (stereo not given)	3%	19%	-5%	-20%	-2%	-5%	?	-9%
CC(C)c1ccc(NC(=O)COc2ccc(C3SCCS3)cc2)cc1	0%	1%	14%	·	15%	·	·	-1%
COc1ccc(CCNC(=O)c2ccc3c(c2)NC(=O)C(N2CCOCC2)S3)cc1OC (stereo not given)	2%	66%[activator]	-2%	?	3%	3%	-19%	-18%
CCOC(=O)c1cc(-c2ccc(C)c([N+](=O)[O-])c2)nc2c1c(=O)n(C)c(=O)n2C	4%	8%	-2%	?	3%	11%	-5%	12%
COc1cccc(C(=O)Nc2cc3c(cc2C(C)=O)OCCO3)c1	-1%	-3%	?	0%	-5%	8%	29%	5%
CCC(=O)Nc1nc(CC(=O)Nc2ccccc2OC)cs1	?	-16%	-1%	3%	17%	1%	-5%	2%
CCC(CC)NC(=O)c1cc([N+](=O)[O-])ccc1N1CCOCC1	-1%	·	8%	?	-3%	4%	·	-5%
CCCCc1ccc(/C=C2/C(=O)ON=C2c2ccccc2)s1	-4%	0%	5%	?	-3%	-13%	9%	-1%
Cc1ccccc1CNS(=O)(=O)c1ccccc1[N+](=O)[O-]	4%	-2%	-3%	?	3%	-4%	·	0%
Nc1ccc(-c2n[nH]c(=O)c3ccccc23)cc1N	-12%	24%	?	?	-5%	?	26%	18µM*
COc1ccnc(NCc2cccnc2)c1C#N	-2%	9%	?	?	-1%	-7%	-12%	5%
CCNC(=S)NNC(=O)c1cc(C2CC2)nc2ccccc12	-4%	5%	2%	1%	-18%	-9%	-1%	-23%
CC(C(=O)Nc1ccc(Cl)cc1)c1ncc(C(F)(F)F)cc1Cl (stereo not given)	-14%	-14%	3%	5%	-5%	-2%	-66%[inhibitor]	8%
O=C(O)COCC(=O)N1CCN(C2c3ccccc3-c3ccccc32)CC1	-3%	-7%	2%	·	5%	·	·	-9%
CCOC(=O)c1cn(-c2ccc([N+](=O)[O-])cc2)c2cc(Cl)c([N+](=O)[O-])cc2c1=O	-2%	6%	4%	3%	-13%	-5%	0%[1.84 µM]	-8%
C=CCn1cc(C(=O)c2cc(Br)ccc2O)cc(C#N)c1=O	5%	33%[activator]	-8%	·	14%	·	·	4%
O=C(NCCCn1ccnc1)/C(=C\c1ccco1)NC(=O)c1ccco1	-14%	-8%	?	1%	3%	-5%	-6%	3%
COc1ccc(C2(O)CCN(C(=O)c3c(F)cccc3F)CC2)cc1	3%	-2%	2%	-1%	5%	-3%	-12%	5%
NC(=O)c1ccc(/C=N/O)nc1	-1%	-2%	?	-5%	2%	-8%	1%	-4%
CON	-3%	5%	-12%	-3%	4%	·	12%	·
Cc1ccc(/C=C(\CCC(=O)O)c2nc3ccccc3s2)cc1[N+](=O)[O-]	10%	-6%	9%	?	-2%	9%	-1%	-3%
COc1ccc(NC(=O)Nc2cccs2)cc1Cl	-2%	-4%	?	-12%	2%	-8%	·	?
Cc1cc(N2C(=O)CC(Cc3ccc(Cl)cc3)C2=O)no1 (stereo not given)	-4%	0%	0%	28%	4%	-1%	23%	4%
COc1cc(C(=O)NCC(=O)N/N=C/c2c(C)[nH]c3ccccc23)cc(OC)c1OC	-1%	3%	-2%	·	3%	·	·	-8%
Cc1ccc([N+](=O)[O-])cc1S(=O)(=O)N1CCCC1	-5%	·	-3%	-9%	0%	6%	·	3%
CCOC(=O)C1=C(CC)Nc2ccccc2N=C1NC(=O)CCN1C(=O)C2CCCCC2C1=O (stereo not given)	-3%	9%	-2%	-12%	6%	1%	5%	2%
Cc1ccc(N2C(=O)C(CC(=O)Nc3cccc(F)c3)N(CCc3ccncc3)C2=O)cc1 (stereo not given)	2%	40%[activator]	?	?	-2%	-14%	13%	3%
CCn1c(=O)n(CC)c2cc(S(=O)(=O)NCCOc3ccccc3)c(C)cc21	-6%	-16%	3%	0%	-13%	-7%	9%	0%
CCOC(=O)N1N=C(C)CC1(O)c1ccccc1 (stereo not given)	-1%	-1%	-4%	8%	3%	4%	3%	10%
CCOC(=O)N1CCN(CCC(=O)Nc2ccc(OC)cc2)CC1	-14%	11%	-2%	-8%	9%	-9%	18%	-9%
CC(CNC(=O)c1ccc2c(c1)OCO2)c1ccc([N+](=O)[O-])cc1 (stereo not given)	-5%	5%	1%	6%	-4%	?	-3%	12%
COc1cc(NC(=O)c2cccc(F)c2)cc(OC)c1OC	-1%	6%	6%	3%	0%	0%	9%	-12%
[O-][n+]1c2c(nc3c1-c1ccccc1C3O)CCCC2 (stereo not given)	2%	10%	-9%	?	7%	-5%	?	4%
O=C(COc1nnnc2ccccc12)N1CCCc2ccccc21	0%	-1%	5%	-3%	5%	-15%	?	4%
Cc1ccc(S(=O)(=O)NCCCCC(NC(=O)OC(C)(C)C)C(=O)O)cc1 (stereo not given) (tested in a mixture with another compound)	-6%	7%	1%	?	-5%	-6%	-6%	-4%
COC(=O)c1ccccc1NC(=O)CSc1nccc(C)n1	-7%	10%	-1%	8%	-7%	-1%	-10%	20%
Cc1cc(-c2nnc(CCC(=O)N3CCN(Cc4cccc(F)c4)CC3)o2)c(C)o1	-1%	6%	-8%	28µM*	12%	7%	·	-11%
CCOC(=O)c1ccc(Oc2cc(C)nc(Cl)n2)cc1	4%	1%	-2%	·	1%	·	·	2%
O=[N+]([O-])c1cc(-c2cnc3ccccc3n2)ccc1Cl	-5%	2%	-2%	11%	-2%	-4%	·	-5%
COc1ccc(CCNCC(O)COc2cccc(Br)c2)cc1OC (stereo not given)	-9%	-1%	?	·	2%	·	·	3%
C/C(N)=C(/C#N)C(=O)COC(=O)CCSc1ccccc1Cl	11%	34%[activator]	4%	?	15%	?	-15%	?
CCOc1ccc(NC(=O)CN2CCN(CC(=O)Nc3ccc(F)cc3)CC2)cc1	-2%	12%	8%	12µM*	1%	-3%	-22%	-2%
CC(NC(=O)c1ccc(OC2CCN(Cc3ccccn3)CC2)cc1)c1ccccc1 (stereo not given)	5%	12%	8%	?	6%	-5%[15.4 µM]	·	2%
NNC(=O)c1cccc(S(=O)(=O)Nc2cc(Cl)ccc2Cl)c1	3%	-11%	-4%	·	7%	·	·	-13%
Cc1cc2nc(/C(C#N)=C/c3ccncc3)[nH]c2cc1C	9%	23%	?	0%	6%	-1%	-17%	20%
S=C1NCCNC(=S)NCCOCCN1	6%	9%	-7%	9%	1%	-14%	?	29%
CCC1CCCCN1C(=O)N[C@@H](Cc1ccccc1)C(=O)O (stereo not given in full)	2%	·	3%	7%	-4%	2%	·	5%
COc1ccc(Oc2ncc3nc(-c4cc(F)cc(F)c4)c(=O)n(CCC#N)c3n2)cc1	1%	3%	·	?	3%	·	-42%[inhibitor]	·
COc1ccc(CCC(=O)OCC(=O)Nc2ccccc2OC(F)F)cc1OC	0%	-1%	19%	7%	-2%	-3%	3%	7%
c1ccc(CNc2nc(-c3cccnc3)cs2)cc1	-5%	16%	-4%	?	-1%	9%	-14%	-11%
CCOC(=O)N1CCC(NC(=O)c2ccc3nc4ccccc4c(=O)n3c2)CC1	-4%	18%	?	?	-4%	2%	-6%	-8%
NC(=O)c1ccc(NC(=O)COC(=O)CCC(=O)c2ccc(Cl)cc2)cc1	7%	5%	7%	2%	-3%	0%	3%	1%
CC(=O)Oc1ccc(C(=O)Cc2ccc3ccccc3n2)c(O)c1C	4%	9%	-5%	9%	0%	10%	?	7%
Cc1ccc(B(O)O)cc1	9%	-9%	6%	7%	0%	·	0%	·
CN1CCN(S(=O)(=O)c2ccc(NC(=S)NC(=O)C3CCC3)cc2)CC1	1%	4%	3%	-11%	7%	-1%	8%	-3%
The list continues:
SMILES	aGlu spleen mod	GoLoco inh red	KDM4E inh	ALDH1A1 block	GLA spleen mod	GAA inhib	SMN2 splice enh	GAA glycogen mod
COc1ccccc1OCCC(=O)OCC(=O)Nc1ccc(S(=O)(=O)N2CCOCC2)cc1	-19%	-3%	7%	?	1%	-9%	6%	-5%
COc1ccc(-n2cnnc2SCc2cnc(-c3ccccc3)s2)cc1	3%	2%	-14%	-5%	7%	5%	-3%	8%
Cn1c(=O)[nH]c(=O)c2c1nc(N/N=C/c1cccnc1)n2Cc1ccc(Cl)cc1	-2%	12%	8%	·	2%	·	·	-8%
COc1ccc(Cl)cc1C(=O)Nc1ccc(NC(=O)C(C)C)cc1	6%	-9%	-4%	-5%	3%	9%	-15%	-12%
Cc1cc[n+](-c2nc3ccccc3nc2[N-]S(=O)(=O)c2cccs2)cc1C	2%	10%	1%	2%	10%	-1%	-10%	-11%
CCOC(=O)C1CCCN(C(=O)c2ccc(OC(C)=O)cc2)C1 (stereo not given)	7%	·	1%	6%	6%	-4%	·	-11%

3 entries out of the list, sorted by SMILES length, lowest first:
SMILES	aGlu spleen mod	GoLoco inh red	KDM4E inh	ALDH1A1 block	GLA spleen mod	GAA inhib	SMN2 splice enh	GAA glycogen mod
Cc1cc[n+](-c2nc3ccccc3nc2[N-]S(=O)(=O)c2cccs2)cc1C	2%	10%	1%	2%	10%	-1%	-10%	-11%
COc1ccccc1OCCC(=O)OCC(=O)Nc1ccc(S(=O)(=O)N2CCOCC2)cc1	-19%	-3%	7%	?	1%	-9%	6%	-5%
Cn1c(=O)[nH]c(=O)c2c1nc(N/N=C/c1cccnc1)n2Cc1ccc(Cl)cc1	-2%	12%	8%	·	2%	·	·	-8%
